PAFAH2 inh: PAFAH2 (human) inhibition. Q99487. recombinant PAFAH2, FP-rhodamine activity probe, fluorescence polarization. inhibition, % at 3.39 µM. 0.99% of 340,000 active;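 active means inhibition above the mean over all tested compounds plus 3 SD, cut at about 30% in these data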;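 further: inhibitors block probe labeling of enzyme so polarization drops; 0% = enzyme with DMSO and 100% = wells lacking PAFAH2 protein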
GSTO1 inh: blocks human GSTO1 in RBBP9 counter-screen; recombinant GSTO1, activity-based probe fluorescence polarization; inhibition, % at 5.96 µM; AID 1974; P78417; 1.1% of 300,000 active;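 active means inhibition above the campaign mean inhibition plus 3 SD, cut at about 35% in these data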;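 further: 0% = GSTO1-1 with DMSO and 100% = wells lacking GSTO1-1 enzyme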
pPAFAH inh: inhibitors of human plasma PAF acetylhydrolase (pPAFAH). Q13093. recombinant pPAFAH, FP-rhodamine probe fluorescence polarization. inhibition, % at 3.39 µM. 1.5% of 330,000 active. AID 463082;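 active means inhibition above the mean inhibition across the screen plus 3 SD, cut at about 25% in these data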;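 further: inhibitors block binding of the rhodamine activity-based probe so polarization drops; 0% = enzyme with DMSO and 100% = wells lacking pPAFAH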
Target sequence (Q13093 whole entry, looked up): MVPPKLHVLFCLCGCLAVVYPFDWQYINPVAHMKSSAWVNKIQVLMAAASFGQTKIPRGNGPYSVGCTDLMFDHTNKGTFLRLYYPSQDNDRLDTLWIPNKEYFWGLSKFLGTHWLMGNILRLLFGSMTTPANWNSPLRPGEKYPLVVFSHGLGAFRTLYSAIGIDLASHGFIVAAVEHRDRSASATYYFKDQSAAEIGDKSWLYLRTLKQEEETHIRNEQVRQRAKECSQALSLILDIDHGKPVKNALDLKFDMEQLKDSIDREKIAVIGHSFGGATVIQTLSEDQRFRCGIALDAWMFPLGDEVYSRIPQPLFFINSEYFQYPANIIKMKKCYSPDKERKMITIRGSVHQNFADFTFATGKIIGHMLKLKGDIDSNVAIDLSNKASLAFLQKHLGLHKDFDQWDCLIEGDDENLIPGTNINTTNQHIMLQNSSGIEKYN
PREPL inhibitor: inhibits the human prolyl oligopeptidase-like enzyme | recombinant PREPL, fluorescence polarization activity-based probe | inhibition, % at 5.96 µM | 0.68% of 320,000 active; in the data active means inhibition above about 43%;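 further: 0% = enzyme with DMSO and 100% = wells lacking enzyme; many of its hits are not listed in these tables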
PAD4 FP inh: PAD4 (human) enzyme inhibition; Q9UM07; recombinant PAD4, RCA probe fluorescence polarization; inhibition, % at 6.36 µM; 0.41% of 330,000 active;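 active means percent inhibition above a cutoff equal to the mean of all tested compounds plus 3 SD, cut at about 15% in these data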;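 further: 0% = PAD4 with RCA probe and DMSO and 100% = probe without PAD4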
PAFAH1B2 FP inh: blocks human PAF acetylhydrolase 1b catalytic subunit 2 | recombinant PAFAH1B2, FP-rhodamine activity probe, fluorescence polarization | inhibition, % at 3.39 µM | 1.2% of 340,000 active | P68402;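 active means inhibition above the mean of all tested compounds plus 3 SD, cut at about 24% in these data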;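 further: 0% = enzyme with DMSO and 100% = wells lacking PAFAH1B2; many of its hits are not listed in these tables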
LYPLA2 inh: blocks human lysophospholipase 2, a PME1 counter-screen. O95372. recombinant LYPLA2, FP-Rh probe fluorescence polarization. inhibition, % at 5.9 µM. 0.38% of 320,000 active;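 active means inhibition above the screen-wide mean plus 3 SD, limit set per campaign, cut at about 26% in these data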;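 further: 0% = LYPLA2 with DMSO and 100% = wells lacking LYPLA2 enzyme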
LYPLA1 counter: blocks human lysophospholipase 1, a PME1 counter-screen; AID 2174; O75608; inhibition, % at 5.9 µM; 0.16% of 320,000 active; recombinant LYPLA1, FP-Rh probe fluorescence polarization;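 active means inhibition above the mean of all tested compounds plus 3 SD, set per campaign, cut at about 14% in these data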;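 further: inhibitors block serine hydrolase probe labeling of LYPLA1 so polarization falls; 0% = enzyme with DMSO and 100% = wells lacking LYPLA1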
Target sequence (O75608 whole entry, looked up): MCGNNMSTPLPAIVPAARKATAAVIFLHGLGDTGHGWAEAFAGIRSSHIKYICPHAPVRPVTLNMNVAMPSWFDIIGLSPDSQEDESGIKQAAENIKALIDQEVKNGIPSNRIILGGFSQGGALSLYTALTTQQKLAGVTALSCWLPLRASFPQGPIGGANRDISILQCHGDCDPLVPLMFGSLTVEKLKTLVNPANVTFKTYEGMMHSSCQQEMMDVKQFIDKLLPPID
PAFAH1B3 FP inh: PAFAH1B3 (human) inhibition; Q15102; recombinant PAFAH1B3, FP-rhodamine probe, fluorescence polarization; inhibition, % at 3.39 µM; 0.28% of 340,000 active;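 active means inhibition above the screen-wide average of all tested compounds plus 3 SD, cut at about 25% in these data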;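 further: 0% = enzyme with DMSO only and 100% = wells lacking PAFAH1B3 protein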
Target sequence (Q15102 whole entry, looked up): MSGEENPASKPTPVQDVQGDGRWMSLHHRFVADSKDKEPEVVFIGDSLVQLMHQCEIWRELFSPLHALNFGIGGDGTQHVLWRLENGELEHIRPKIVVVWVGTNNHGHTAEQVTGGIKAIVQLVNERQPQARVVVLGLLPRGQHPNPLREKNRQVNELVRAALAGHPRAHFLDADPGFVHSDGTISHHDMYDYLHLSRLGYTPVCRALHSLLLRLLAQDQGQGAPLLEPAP
Starred values were filed as active, the others as inactive; . = no result given. These rows are one share of the data; the hit share may differ from the screen's.

Sequence of screens – PAFAH2 inh | GSTO1 inh | pPAFAH inh | PREPL inhibitor | PAD4 FP inh | PAFAH1B2 FP inh | LYPLA2 inh | LYPLA1 counter | PAFAH1B3 FP inh
C/C=C/C(=O)N1CC2(CC(c3cccc(NC(=O)COc4ccc(Cl)cc4)c3)=NO2)C[C@@H]1C(N)=O (some centres not stated)
→ -7 | 0 | -3 | 31 | 2 | -3 | 1 | -1 | 10
O=C(Nc1nnc(C(F)(F)F)s1)c1ccc(Br)s1
→ -10 | -73 | -3 | 4 | -4 | -1 | 7 | -2 | 1
Nc1nc(NCCN2CCOCC2)nc(NCc2ccccc2)c1[N+](=O)[O-]
→ -8 | -1 | 4 | -6 | -1 | -1 | -2 | -5 | 4
CCCC(=O)N1CC(=O)Nc2ccc(C)cc2C1c1ccccc1 (configuration not stated)
→ 6 | 12 | 2 | 3 | -1 | 6 | -6 | 1 | 4
CCC(=O)NC(Nc1c(C)n(C)n(-c2ccccc2)c1=O)C(Cl)(Cl)Cl (configuration not stated)
→ 6 | 5 | 1 | 8 | 5 | 1 | 5 | 2 | 5
Cc1nc(SCc2ccccc2C)n[nH]1
→ 2 | -3 | 2 | -6 | 0 | 1 | 2 | -1 | -1
O=C(COC(=O)c1ccc(Br)o1)NCc1ccc2c(c1)OCO2
→ 2 | . | 3 | 9 | -9 | 3 | . | . | 1
COc1ccc(Cl)cc1NC(=O)c1c(-c2ccccc2)noc1C
→ 2 | -1 | -1 | -5 | 1 | 6 | -3 | -4 | 6
N/C(=N\OC(=O)c1ccccc1Br)c1cccc([N+](=O)[O-])c1
→ 3 | -8 | 6 | 8 | -4 | 11 | 16 | 8 | -9
Cc1ccc(N2C(=O)[C@@H]3[C@H](C2=O)C2c4ccccc4C=CN2[C@@H]3C(=O)c2ccco2)c(C)c1 (some centres not stated)
→ 2 | 28 | 9 | 7 | -3 | -1 | -8 | -5 | 4
CN([C@@H](Cc1ccc(OS(=O)(=O)c2cccc3cnccc23)cc1)C(=O)N1CCN(c2ccccc2)CC1)S(=O)(=O)c1cccc2cnccc12
→ -13 | 1 | 1 | 9 | -6 | 0 | -8 | -6 | -2
CC(C)C[C@@H](C(=O)N[C@@H](C(=O)O)c1ccccc1)N1C(=O)N2CCc3c([nH]c4ccccc34)[C@@]2(C)C1=O
→ -1 | 5 | -1 | 9 | 1 | 7 | 2 | 0 | -2
O=C1c2ccccc2C(=O)c2c1ccc1c(=O)n(C3CCCCC3)[nH]c21
→ 13 | 4 | 3 | 22 | 1 | 7 | 5 | -4 | 12
CN(Cc1ccc(F)cc1)C(=O)CNC(=O)c1cccs1
→ -2 | . | -2 | -3 | -6 | 2 | 1 | -1 | 8
O=C(Nc1ccc(F)cc1F)N1CCN(c2ncccn2)CC1
→ 0 | 1 | 3 | -8 | -1 | -2 | 0 | 2 | -3
Cc1cc(NC(=O)c2ccc(Cl)cc2)c(C)cc1O
→ -2 | 0 | 4 | 2 | 0 | 4 | 1 | 0 | 7
N=c1c(C(=O)NCC2CCCO2)cc2c(=O)n3ccccc3nc2n1Cc1ccc(Cl)cc1 (configuration not stated)
→ 3 | 9 | 8 | 31 | -4 | 4 | 8 | 2 | 4
COc1ccc(S(=O)(=O)N(C)C2CCS(=O)(=O)C2)cc1OC (configuration not stated)
→ -1 | 2 | 1 | 0 | 0 | 0 | 3 | 2 | -3
Cc1ccc(S(=O)(=O)N(C)c2ccc(C(=O)NCCc3ccccc3)cc2)cc1
→ -3 | 1 | 3 | 1 | -2 | 8 | 4 | -3 | 5
CCN(CC)S(=O)(=O)c1cccc(C(=O)Nc2nc3cc4c(cc3s2)OCCO4)c1
→ -2 | -26 | 4 | 0 | 4 | -2 | -10 | -14 | -7
CCOc1ccc(N2C(=O)/C(=C/c3ccco3)N(C)C2=S)cc1
→ -2 | 1 | 1 | -1 | -4 | -4 | -3 | -1 | 2
COc1ccc(/C=N\NC(=O)c2ccccc2OC)cc1COc1ccccc1C
→ -5 | 1 | 3 | -3 | -3 | 5 | -10 | -4 | 0
Cc1ccc(NC(=O)c2cccc(C(=O)Nc3ccc(C)c(C)c3)n2)cc1C
→ -59 | -7 | -5 | 4 | 2 | -19 | -8 | -21 | -32
CC(C)n1c(SCC(=O)NCc2ccco2)nnc1C1CC1
→ 2 | 0 | 1 | 16 | 2 | -4 | -2 | -6 | 7
O=C(CSc1ncc(-c2ccc(F)cc2)[nH]1)NCc1ccco1
→ -4 | 8 | 1 | 12 | 0 | 8 | 1 | 1 | -3
CCOc1ccc(C(=O)C2CCN(C(=O)c3ccc([N+](=O)[O-])cc3)CC2)cc1
→ 6 | 2 | 2 | 9 | -4 | -2 | 33* | 3 | 14
COCCNC(=O)Nc1ccc2nc(C)sc2c1
→ -1 | -1 | 4 | 10 | -1 | 1 | 0 | 3 | 6
CCOC(=O)CSc1nc2c(c(=O)[nH]c(=O)n2C)n1C/C=C(/C)Cl
→ 5 | 2 | 4 | -3 | 3 | 1 | -4 | -3 | 7
CC(/C=C/c1ccccc1)=N\NC(=O)c1ccc(Br)cc1
→ 5 | -4 | 3 | 0 | 4 | 4 | -6 | -6 | 8
COc1ccc(C(=O)OCCNC(=O)c2c(Cl)nc3ccccn23)cc1
→ -7 | 8 | 2 | -12 | 5 | 2 | 10 | 2 | 2
COCCN(C(=O)c1ccco1)C(C(=O)NC1CCCC1)c1cccs1 (configuration not stated)
→ 4 | -6 | 4 | -2 | -5 | -4 | -3 | -1 | 2
COc1ccccc1NC(=O)C1CCCCC1
→ 1 | 0 | 1 | -7 | -3 | 3 | 1 | 0 | 10
CCS(=O)(=O)c1ccc(O)c(NC(=O)COc2ccc(OC)cc2)c1
→ 18 | -7 | 4 | 0 | 3 | 0 | -2 | -3 | 4
O=C(COC(=O)/C=C/c1ccc(C(F)(F)F)cc1)NC1CCCC1
→ 20 | 1 | 10 | -2 | -1 | -3 | 5 | -2 | 2
N#Cc1ccc(OCC(=O)Nc2ccc(N3CCCC3)cc2)cc1
→ -5 | . | 6 | 21 | -7 | -1 | 1 | 2 | -2
COc1ccccc1NC(=O)c1ccc(NC(=O)COC(=O)C(C)C)cc1
→ -9 | 25 | -2 | 8 | -2 | 1 | -1 | -1 | 3
C/C(=N\NC(=O)COc1ccc(C)cc1C(C)C)c1ccc(-n2ccnc2)cc1
→ 8 | 0 | -4 | -11 | -4 | -1 | 12 | 1 | 1
CCOc1cc(C)c(S(=O)(=O)NC2CCCCC2)cc1C
→ -3 | 2 | 3 | 3 | -2 | -2 | 5 | 3 | -2
CC1CCC(NC(=O)C2CCC(CNS(=O)(=O)c3cccc4cccnc34)CC2)CC1 (configuration not stated)
→ 2 | -1 | 6 | 1 | 2 | 8 | 2 | -3 | 7
S=c1[nH]nc(-c2cccc3ccccc23)n1-c1cccnc1
→ . | 5 | 5 | -2 | 3 | . | 3 | 2 | .
Cc1csc(C(=O)NCC(=O)NNC(=O)c2cccc(Cl)c2)c1
→ -2 | -2 | -1 | 5 | 2 | 5 | 4 | 3 | 8
Cc1ccc(C)c(NC2=C(Cl)C(=O)OC2OC(=O)c2ccco2)c1 (configuration not stated)
→ 7 | 6 | 0 | 12 | 0 | -1 | 19 | 0 | 10
O=C(Cc1cccs1)N1CCN=C1SCc1cccc(F)c1
→ -2 | -5 | 3 | 4 | -1 | 2 | -1 | -3 | 9
COc1ccccc1CNC(=O)c1sccc1-c1ccccc1
→ 9 | 2 | 11 | -9 | -6 | 8 | -2 | -6 | -1
Cc1cc(C)n2cc(CSc3nnc(-c4ccccc4)o3)nc2n1
→ 0 | -2 | 3 | 5 | -3 | 5 | 3 | 3 | -3
Cc1nc(-c2ccc(S(=O)(=O)Oc3ccc(Cl)cc3Cl)s2)cs1
→ 3 | 1 | -2 | 4 | -1 | 1 | -7 | -3 | -3
O=C(COC(=O)Cc1ccc(F)cc1)NC(=O)c1ccccc1
→ -3 | 8 | 13 | 1 | 2 | 3 | 5 | -1 | 9
CCOC(=O)C1=C(C)Nc2nc3ccccc3n2C1c1ccc(O)cc1 (configuration not stated)
→ -6 | 4 | 2 | 10 | 4 | 3 | 2 | 1 | 1
Cc1ccc(C(=O)CCC(=O)Nc2ncccc2C)cc1
→ 0 | . | 7 | 6 | -3 | 3 | 6 | 1 | 5
COCc1nnc(NS(=O)(=O)c2ccc(C)cc2)s1
→ 0 | 4 | 1 | 5 | -3 | 1 | -1 | 0 | 5
COc1ccc(NC(=S)N(Cc2cccc(Br)c2)CC2CCC(C(=O)O)CC2)cc1 (configuration not stated)
→ 0 | 6 | 7 | 10 | -1 | 6 | 4 | 7 | -1
O=C(Nc1ccc2c(c1)OCO2)C1CCCN1C(=O)Nc1ccccc1F (configuration not stated)
→ 3 | 10 | 0 | 17 | -1 | -2 | -4 | 5 | 12
O=C(CCCl)Nc1ccc(S(=O)(=O)NCc2ccco2)cc1
→ 6 | 12 | 4 | -4 | -2 | 4 | 8 | 3 | 4
COc1ccc(C2C(C(=O)N3CCCCC3)CCC(=O)N2c2cc(OC)c(OC)c(OC)c2)cc1 (configuration not stated)
→ -8 | -3 | 0 | 1 | 2 | 1 | -2 | 3 | -4
CCOc1ccc(S(=O)(=O)N2CCN(C(=O)C3CCC3)CC2)cc1
→ 2 | -2 | -2 | -4 | 4 | -3 | 0 | 4 | 3
Cc1ccc(C(=O)CSc2nnc(-c3ccccc3)n2-c2ccccc2)o1
→ 6 | 0 | 5 | -1 | -1 | 15 | 3 | 2 | 2
Cc1onc(-c2ccccc2Cl)c1C(=O)NCCN1CCOCC1
→ -7 | 2 | -2 | -2 | -3 | -3 | 0 | 0 | 8
C[C@H]1CN([C@@H](C)CO)C(=O)Cc2cc(NC(=O)Cn3cnnn3)ccc2O[C@H]1CN(C)Cc1ccncc1
→ 1 | . | 2 | 5 | -1 | 5 | . | . | 6
C=CCn1c(COc2ccc(F)cc2)nnc1SCC(=O)NC1CCCC1
→ 0 | 3 | -3 | 5 | 1 | 6 | 2 | -3 | 1
Cc1cccc(NC(=O)c2cc(Cl)ccc2[N+](=O)[O-])c1
→ 1 | -6 | 1 | -3 | 3 | 1 | 6 | -3 | -1

Carrying on:
Sequence of screens – PAFAH2 inh | GSTO1 inh | pPAFAH inh | PREPL inhibitor | PAD4 FP inh | PAFAH1B2 FP inh | LYPLA2 inh | LYPLA1 counter | PAFAH1B3 FP inh
CCOC(=O)c1cc(C)n(Cc2cccc(OC)c2OC)c1C
→ 8 | -4 | 1 | 4 | -2 | 6 | 0 | 0 | -4
Cc1ccc(NC(=O)CNc2ccc(N3CCOCC3)cc2)cc1S(=O)(=O)N(C)C
→ -2 | -2 | 5 | 7 | -1 | 0 | 7 | 4 | 8
CC(C(=O)NC1C(=O)N2C(C(=O)O)=C(CSc3nnnn3C)CSC12)n1cc(Br)cn1 (configuration not stated)
→ 2 | -3 | 7 | -3 | -3 | 5 | 1 | 1 | -2
Cc1cc(C(=O)Oc2cccnc2)ccc1[N+](=O)[O-]
→ -2 | -1 | 4 | -2 | -5 | 5 | 1 | 0 | 4
O=C(CSc1nnc2nnc3ccccc3n12)N1CCOCC1
→ 5 | 0 | 4 | 7 | -1 | 8 | 6 | 2 | 1
CCCCC(CCC(=O)O)(C(=O)OCC)c1csc(N)n1 (configuration not stated)
→ 0 | 12 | 1 | 17 | 0 | 0 | 3 | -1 | 2

From PubChem BioAssay
